# Dynein cargo inh – blocks dynein driven cargo transport along microtubules; z-score, hits read low; 220,000 compounds, 0.47% hits; 3617.4 mouse cells, GR-EGFP nuclear translocation imaging; test concentration mostly 20 µM; stimulated with dexamethasone, 1 µM; active compounds read low;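 active = plate z-score of nuclear minus cytoplasmic receptor signal below a set negative limit, without overly bright fluorescence or cell loss, cut at about -3.5 in these data, passing the limit was not always enough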;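 note: z-score of nuclear minus cytoplasmic ring GR-EGFP intensity difference per well; some compounds called inactive have numbers as strong as hits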
#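 Buffer or medium: Induction medium lacking tetracycline, stripped serum | Also added: Dexamethasone agonist, 1.0 µM final, for 30 min | Timing: 48 h induction, 1 h compound, 30 min dex at 37 °C | Detection: Formaldehyde fixation, Hoechst nuclear stain, 10x automated fluorescence imaging | Measure: Nuclear versus cytoplasmic GR-EGFP signal, averaged per well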
# T cell HTS – T cell immune modulators affecting CD8 T cell-vesicle binding; 2C CD8+ T cell-vesicle binding, flow cytometry; active compounds read low; calls only at 7 µM; 330,000 compounds, 0.068% hits;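 active = response, share of CD8 T cells binding vesicles, and their 90th percentile fluorescence all below set limits, cut at about 80% in these data, passing the limit was not always enough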
#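 Read-out – percent CD8+ FL2 mean versus row control · System – murine 2C transgenic CD8+ T lymphocytes · Times – 1.5 h cell–vesicle binding at 37 °C, then 20 min icy labelling · Control set – naked vesicles low, QL9 vesicles with vehicle high · Detection – cytometric PE anti-B7-1 and Alexa647 anti-CD8 signals after 1% paraformaldehyde fixation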
# bCat nuc transl – modulators of beta-catenin nuclear translocation. HeLa beta-catenin nuclear translocation, immunofluorescence imaging. nuclear translocation activity, % at 5 µM. 190,000 compounds, 0.3% hits. AID 1665;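 active = nuclear translocation activity above 50% at 5 µM, with a well cell count of 50 or more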;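 note: per-cell ratio of nuclear to cytoplasmic median beta-catenin stain intensity; plate controls were DMSO negative control for no effect and GSK-3 inhibitor IX positive control for full effect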
#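 Signal – beta-catenin immunofluorescence imaging with DAPI · Test system – human HeLa cell line · Dosing – 5 µM primary single dose, 0.1% DMSO, 0.02–20 µM confirmation series · Measure – % activation, nuclear-to-cytoplasmic median beta-catenin signal ratio per cell · Incubation – 24 h compound exposure at 37°C, 5% CO2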
# P. falciparum M17LAP – P. falciparum M17LAP inhibitors, primary screen, biochemical, fluorogenic H-Leu-NHMec substrate, 1536-well (AID 1619) | recombinant M17LAP, H-Leu-NHMec fluorogenic kinetic assay; higher % means a stronger effect | inhibition, % at 30 µM, or IC50 in µM where a hit was titrated | 220,000 compounds, 0.38% hits;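 active = compound inhibiting the enzyme by more than half at any dose during confirmatory dose-response retesting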;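 note: plate controls were full reaction with DMSO carrier for no effect and no enzyme background for full effect; strong numbers were not always called active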
# Autophagy HCS – autophagy modulation, high-content screen | MEF GFP-LC3 puncta imaging; test concentration mostly 10 µM | calls only at 10 µM (by protocol) | 190,000 compounds, 0.98% hits;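 active = percentage of spot-positive cells more than 3 SD above its plate mean, without a fluorescence outlier flag or 80% toxicity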;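 note: spot-positive cell cutoff set from DMSO-treated cells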
# Yfh1-depleted yeast – mitochondrial function rescue without frataxin homolog – Friedreich's ataxia, plus single-dose screen, dose response (AID 1465); S. cerevisiae Yfh1-off respiration, WST-1 reduction, 72 h; higher fold induction means a stronger effect; fold induction at 50 µM, or EC50 in µM where a hit was titrated; 220,000 compounds, 0.074% hits;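 active = fold induction of absorbance versus untreated yeast above a set limit, then at least 30% activation at any dose in follow-up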;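 note: activators that raise dye reduction in frataxin-depleted yeast; strong numbers were not always called active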
# P. falciparum M1AAP – P. falciparum M1AAP inhibitors, biochemical, fluorogenic H-Leu-NHMec substrate, 1536-well (AID 1445). inhibition, % at 30 µM, or IC50 in µM where a hit was titrated. 220,000 compounds, 0.42% hits. recombinant M1AAP, H-Leu-NHMec fluorogenic kinetic assay; higher % means a stronger effect;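 active = primary inhibition above the hit cutoff, then over 50% inhibition at one or more dose response concentrations, cut at about 23% in these data, passing the limit was not always enough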;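 note: plate controls were DMSO full reaction for no effect and no enzyme background for full effect; strong numbers were not always called active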
# MT stabilizer – microtubule stabilization, imaging screen | HeLa tubulin immunostaining HCS, 24 h; share of cells brighter than vehicle mean+2SD | % tubulin-high responders, % at 10 µM | 200,000 compounds, 0.83% hits;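 active = plate Z-score above 3 for both tubulin-high and condensed-nucleus cell shares, with cell loss under 80%, at 10 µM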;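 note: anti alpha tubulin signal scored within the nucleus-defined area of each cell; some results filed as inactive read as strong as hits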
# WT yeast gro inh – growth inhibition of WT yeast, mitochondrial fusion screen; mitochondrial fusion phenotypic screen, WT strain; inhibition, % at 10 µM; 190,000 compounds, 2.1% hits; AID 1362; in the data active = inhibition above about 58%; tested in S. cerevisiae
# WT yeast gro inh mutant strain – second read-out of WT yeast gro inh, no call of its own (marks repeat the call); inhibition, %; mitochondrial fusion phenotypic screen, mutant strain inhibition
# Dynein cargo inh cytoplasmic EGFP – also measured in Dynein cargo inh; calls as there; z-score; measured here: cytoplasmic GR-EGFP intensity; active compounds read high
# Dynein cargo inh nuclear GR-EGFP – further read-out of Dynein cargo inh, marked with its call; z-score; measured here: nuclear GR-EGFP intensity;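 lower value marks the stronger effect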
# Dynein cargo inh cell count – second read-out of Dynein cargo inh, no call of its own (marks repeat the call); z-score; measured here: cell count per field
# bCat nuc transl cell count 5 µM – second read-out of bCat nuc transl, no call of its own (marks repeat the call); cell count; measured here: cell count, cytotoxicity flag
# T cell HTS vesicle-bound % – further read-out of T cell HTS, marked with its call; double positive events, %; measured here: CD8+ vesicle-bound cell fraction;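 binding gate set so that unloaded-vesicle control wells show 10% double positive cells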
# MT stabilizer Hoechst-high % – also measured in MT stabilizer; calls as there; % Hoechst-high responders; measured here: nuclear condensation Hoechst responders;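 share of cells brighter than vehicle mean plus two SD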
# MT stabilizer cytotoxicity % – also measured in MT stabilizer; calls as there; toxicity, %; measured here: cytotoxicity by cell density;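 0% = mean cell density of plate MIN control wells and 100% = no cells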
# Autophagy HCS cell loss 18 h – recorded beside Autophagy HCS, whose call it bears; toxicity, %; measured here: cell loss, nuclei count;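 cell loss after 18 h compound exposure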
# Numbers without * were called inactive; i = inactive; · = not tested or not shown.
SMILES,Dynein cargo inh,Dynein cargo inh cytoplasmic EGFP,Dynein cargo inh nuclear GR-EGFP,Dynein cargo inh cell count,T cell HTS,T cell HTS vesicle-bound %,bCat nuc transl,bCat nuc transl cell count 5 µM,P. falciparum M17LAP,Autophagy HCS,Autophagy HCS cell loss 18 h,Yfh1-depleted yeast,P. falciparum M1AAP,MT stabilizer,MT stabilizer Hoechst-high %,MT stabilizer cytotoxicity %,WT yeast gro inh,WT yeast gro inh mutant strain
Cn1nc(-c2ccc(N3CCN(CCO)CC3)c([N+](=O)[O-])c2)c2ccccc2c1=O,-0.95,-0.053,-0.64,0.66,i,47,-0.1,1501,5%,i,10,i,7%,1.7,1.6,4.4,-13,2
Fc1ccc(CCNC(=S)Nc2ccc(F)cc2)cc1,-0.26,-0.14,-0.21,-0.92,i,46,10,984,-1%,i,10,i,-1%,3.1,2.4,4.7,19,2
O=C(N/N=C/c1ccccc1[N+](=O)[O-])c1ccc2nc[nH]c2c1,-0.12,-0.26,-0.023,-0.051,i,60,-2.5,1193,1%,·,·,i,2%,·,·,·,·,·
CNc1ccc(/C=C(\CCC(=O)O)c2nc3ccccc3s2)cc1[N+](=O)[O-],-0.69,-0.18,-0.73,0.66,i,37,-0.1,1022,6%,i,2,i,43µM*,2.1,3.1,5.3,-14,-18
Cc1ncsc1CCSc1nc2ccccc2c(=O)n1C,0.33,-0.24,0.16,1,i,11,-0.7,1079,-1%,i,3,i,7%,3.0,3.8,3.6,6,12
COc1ccc([N+](=O)[O-])c(S(=O)(=O)c2ccccc2)n1,-5.5*,1.5*,-2.6*,1.5*,i,9,0.3,1291,-3%,·,·,i,3%,·,·,·,·,·
COc1ccc(OC)c(/C=N/NC(=O)Cc2nc3ccccc3[nH]2)c1,-0.54,0.063,-0.49,0.56,i,26,1.7,875,-10%,i,3,i,-6%,3.0,2.5,2.6,11,15
O=C(NCCCN1CCCC1=O)c1ccc(CNS(=O)(=O)c2ccc(F)cc2)cc1,0.28,-0.21,-0.073,0.26,i,33,-2.8,1442,6%,i,-4,i,9%,2.7,0.9,5.4,9,-9
CCO[C@@H]1OC(C(=O)NC2CC2)=C[C@H](c2ccc3c(c2)OCO3)[C@H]1CCCO,-0.73,-0.27,-0.094,0.17,i,45,-1.6,1110,-2%,i,4,i,-4%,4.5,0.9,3.9,-10,2
COc1ccccc1/C=C/C=C1\Oc2c(ccc(O)c2CN2CCN(CCO)CC2)C1=O,-0.64,-0.14,-0.36,0.99,i,6,0.3,984,-28%,i,0,i,13%,4.4,2.1,9.9,-4,-2
CC(=O)c1ccc(N2CCN(C(=O)Nc3ccc(Cl)cc3)CC2)cc1,0.8,-0.32,0.26,-0.02,i,3,-0.9,1138,-2%,i,10,i,10%,1.2,2.0,8.4,16,8
CSc1ncccc1C(=O)OCC(=O)Nc1ccc2c(c1)OCO2,-0.87,-0.2,-0.49,1,i,29,-1.6,996,8%,i,12,i,0%,1.5,2.6,8.4,0,-4

# Copied from the list.
# MT stabilizer with Fc1ccc(CCNC(=S)Nc2ccc(F)cc2)cc1 is entered as 3.1
# Dynein cargo inh cytoplasmic EGFP with Cc1ncsc1CCSc1nc2ccccc2c(=O)n1C is entered as -0.24
# Dynein cargo inh cytoplasmic EGFP with CCO[C@@H]1OC(C(=O)NC2CC2)=C[C@H](c2ccc3c(c2)OCO3)[C@H]1CCCO is entered as -0.27
# MT stabilizer with CNc1ccc(/C=C(\CCC(=O)O)c2nc3ccccc3s2)cc1[N+](=O)[O-] is entered as 2.1

# The listing continues.
SMILES,Dynein cargo inh,Dynein cargo inh cytoplasmic EGFP,Dynein cargo inh nuclear GR-EGFP,Dynein cargo inh cell count,T cell HTS,T cell HTS vesicle-bound %,bCat nuc transl,bCat nuc transl cell count 5 µM,P. falciparum M17LAP,Autophagy HCS,Autophagy HCS cell loss 18 h,Yfh1-depleted yeast,P. falciparum M1AAP,MT stabilizer,MT stabilizer Hoechst-high %,MT stabilizer cytotoxicity %,WT yeast gro inh,WT yeast gro inh mutant strain
CN(C)C(=O)CSc1nnc(CCCCCNC(=O)OC(C)(C)C)o1,-0.25,-0.34,0.074,0.23,i,51,-6.8,1002,5%,i,-26,i,1%,4.1,3.3,9.9,65*,-2.8*
CC(C)C1C(c2ccccc2)N(C)C(c2ccccc2)CC1(O)c1ccccc1 (stereo unspecified),-0.97,-0.3,-0.62,0.82,i,51,-3.7,1207,-9%,i,4,i,-3%,2.7,1.2,6.8,63,72
CCOC(=O)CSc1nc2sccc2c(=O)[nH]1,-0.75,0.11,-0.18,0.73,i,52,0.1,1154,18%,i,4,i,5%,0.5,1.0,7.1,1,-9
Cc1nn(-c2ccc(F)cc2F)c(=O)c2noc(C)c12,-0.1,0.1,-0.17,-0.52,i,32,0.2,1065,-3%,·,·,i,-2%,·,·,·,·,·
CCOC(=O)c1cccc(NC(=O)c2cncc(Br)c2)c1,-0.18,0.012,-0.2,-0.42,i,46,0.4,1056,13%,i,1,i,7%,5.3,2.0,3.7,5,-33
CCCCNC(=O)N(C)c1nc2ccccc2s1,-0.83,-0.29,-0.093,0.92,i,28,-0.5,1048,·,i,28,i,·,1.9,1.5,7.9,11,0
C/C(CC(=O)Nc1ccc(C)cc1C)=N\NC(=O)C(C)C,1.3,-0.12,0.78,-1.1,i,61,0.9,1174,-6%,i,-9,i,11%,1.8,2.3,10,2,11
O=C(O)CCn1[nH]c(=O)ccc1=O,1.1,-0.28,-0.39,-0.054,i,44,0.1,1092,2%,i,5,i,5%,2.7,1.1,4.6,-7,-13
CCOc1cc(CN2CCN(Cc3ccc(C)o3)C(CCO)C2)ccc1OC (stereo unspecified),-0.5,-0.3,0.17,0.8,i,19,-0.4,1443,6%,i,-4,i,-4%,1.0,1.4,0.1,-13,0
CCOc1ccc2nc(NC(=O)C(CC)Sc3nc(C)cc(=O)[nH]3)sc2c1 (stereo unspecified),-0.71,-0.26,-0.49,1.9,i,40,1.7,953,10%,i,6,i,-4%,2.7,1.3,5.1,-7,-15
Oc1c(Cl)cc(Cl)cc1C(C#Cc1ccccc1)N1CCOCC1 (stereo unspecified),0.069,-0.21,-0.27,0.28,i,14,-0.6,1146,-1%,i,16,i,-3%,3.6,2.3,7.5,14,12
CSc1nc(NC(C)C)nc(N2CCOCC2)n1,0.039,-0.25,0.34,-0.79,i,42,·,·,-5%,i,2,i,1%,3.3,1.9,4.9,9,13
Cc1cc(=O)oc(C)c1C(=O)NC1CCCCCCC1,-0.26,-0.24,-0.73,0.5,i,49,-2.3,1071,15%,i,-16,i,6%,4.4,3.1,8.3,2,-7
CCOC(=O)c1c(NC(=O)c2cc(-c3ccc(Cl)s3)nc3ccccc23)sc(C(N)=O)c1C,0.61,-0.13,0.62,0.34,i,56,1.7,1241,-2%,i,11,i,-1%,5.3,3.0,8.1,1,1
O=C(OCc1cccc2ccccc12)C1CC(=O)N(c2ccccc2)C1 (stereo unspecified),-0.25,-0.23,-0.14,1.2,i,33,·,·,-8%,i,0,i,6%,3.3,2.2,4.1,-25,-10
COc1ccc(/C=N/Nc2nccnc2Cl)c(OC)c1,-0.23,-0.32,-0.41,0.97,i,16,-0.2,1488,52%,i,-3,i,11%,2.0,1.4,7.1,0,-6
CC(=O)c1sc(Nc2nc3cc4c(cc3s2)OCO4)nc1C,-1.1,-0.26,-0.56,0.97,·,·,-2.9,1071,1%,i,28,i,0%,4.3,3.0,4.2,3,15
Cc1ccccc1NC(=S)N1CCC(NC(=O)c2ccco2)CC1,0.29,-0.27,0.27,-0.71,i,47,0.7,1093,5%,i,-2,i,2%,2.7,3.2,9.9,-15,-5
Cc1cc(C)n(C(=O)CSc2nc3ccccc3o2)n1,0.34,-0.17,0.75,0.17,i,18,1.7,1245,-7%,i,-47,i,2%,3.1,2.1,4.1,1,0
Cc1cnc(C(=O)Nc2ccc(F)cc2)cn1,0.89,-0.16,0.28,-0.69,i,58,·,·,-7%,i,-1,i,6%,2.3,1.5,1.0,14,-26
COc1ccc(NC(=O)Nc2nnc(C(C)C)s2)cc1,-0.057,-0.23,0.014,0.41,i,45,-3.2,841,8%,i,0,i,-3%,2.6,2.6,1.7,2,-2
O=C(COc1cccc2cccnc12)N1CCc2ccccc2C1,-0.043,-0.37,0.31,-0.013,i,43,3.0,1019,17%,i,14,i,-5%,5.3,1.5,8.5,-9,-2
COc1ccccc1NS(=O)(=O)c1ccc(NC(=O)c2nc3ncccn3n2)cc1,0.73,0.43,0.7,-0.78,·,·,·,·,0%,i,3,i,4%,2.4,2.1,1.2,3,8

# 3 of the entries above in order of their number in T cell HTS vesicle-bound %, smallest number first.
SMILES	T cell HTS vesicle-bound %
Cc1cc(C)n(C(=O)CSc2nc3ccccc3o2)n1	18
O=C(OCc1cccc2ccccc12)C1CC(=O)N(c2ccccc2)C1 (stereo unspecified)	33
CCOC(=O)c1c(NC(=O)c2cc(-c3ccc(Cl)s3)nc3ccccc23)sc(C(N)=O)c1C	56
